RECQ1 inh: inhibitors of human RECQ1 DNA helicase. 0.54% of 240,000 active. AID 2549. RECQ1 DNA unwinding, red fluorescence kinetic read. Potency, µM (doses to about 57.3 µM), for inactives: at the highest dose activity, negative = inhibition, usual class: inhibitors;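 note: plate controls were vehicle for no effect and no enzyme for full effect; nearly all actives have a fitted effect of over 30% in size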
Target sequence (P46063 whole entry, looked up): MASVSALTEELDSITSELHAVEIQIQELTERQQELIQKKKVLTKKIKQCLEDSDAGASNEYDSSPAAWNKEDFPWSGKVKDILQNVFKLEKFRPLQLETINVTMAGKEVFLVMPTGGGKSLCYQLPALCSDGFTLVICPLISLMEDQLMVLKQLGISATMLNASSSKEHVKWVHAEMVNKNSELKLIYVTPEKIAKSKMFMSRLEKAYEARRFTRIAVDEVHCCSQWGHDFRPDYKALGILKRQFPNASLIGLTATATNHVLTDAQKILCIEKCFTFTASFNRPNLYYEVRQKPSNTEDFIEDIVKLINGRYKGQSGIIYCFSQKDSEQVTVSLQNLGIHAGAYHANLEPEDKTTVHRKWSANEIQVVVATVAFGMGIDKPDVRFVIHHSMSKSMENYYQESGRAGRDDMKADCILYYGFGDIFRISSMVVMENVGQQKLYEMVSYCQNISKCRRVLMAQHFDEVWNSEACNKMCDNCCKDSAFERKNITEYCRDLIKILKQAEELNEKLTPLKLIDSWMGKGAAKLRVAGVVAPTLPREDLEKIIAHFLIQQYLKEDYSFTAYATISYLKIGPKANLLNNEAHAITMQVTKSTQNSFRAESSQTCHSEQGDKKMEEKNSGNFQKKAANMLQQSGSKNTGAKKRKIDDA
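50 nM RECQ1T1 preincubated 15 min with compound in Tris pH 8.0 buffer with MgCl2, DTT, Tween-20 and 2.5 ug/ml poly(dI-dC); started with 200 nM TAMRA/BHQ-2 forked duplex and 2 mM ATP. Unwinding read as fluorescence (525/598 nm), two reads 2 h apart.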
KDM4E inh: blocks human JMJD2E demethylase activity. B2RXH2. JMJD2E catalytic domain, FDH-coupled NADH fluorescence (FDH is formaldehyde dehydrogenase). Potency, µM (series often up to 57.1 µM), for the others: at the top dose activity change, negative = inhibition, actives largely listed as inhibitors. 1.6% of 230,000 active. AID 2147; active = well fitted inhibition curve with a large enough effect, not every such curve was filed as active; inconclusive = small, poorly fitted or top-dose-only effect, or another doubt; inactive = no such curve, though single readings can be large or run the other way;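 note: 0% = wells with enzyme and -100% = buffer wells without enzyme; nearly all actives have a fitted effect of over 50% in size; many of its hits are not listed in these tables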
Target sequence (B2RXH2 1-337 limits assumed): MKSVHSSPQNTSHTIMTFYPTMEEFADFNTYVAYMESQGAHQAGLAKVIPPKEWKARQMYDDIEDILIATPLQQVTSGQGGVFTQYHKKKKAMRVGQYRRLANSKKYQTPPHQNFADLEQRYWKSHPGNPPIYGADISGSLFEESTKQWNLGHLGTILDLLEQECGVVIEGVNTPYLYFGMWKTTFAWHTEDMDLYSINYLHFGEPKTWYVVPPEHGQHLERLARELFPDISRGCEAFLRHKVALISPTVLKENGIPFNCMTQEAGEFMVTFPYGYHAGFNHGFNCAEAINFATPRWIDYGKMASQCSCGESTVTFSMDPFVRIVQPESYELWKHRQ
Tau ThT inhib: inhibitors of human tau fibril formation, thioflavin T binding | P10636 | recombinant tau K18 P301L (four-repeat tau fragment), heparin-induced fibrillization, ThT fluorescence | Potency, µM (series often up to 57.4 µM), for inactives: at the top dose activity, negative = inhibition, usual class: inhibitors | 2.1% of 270,000 active | AID 1460; note: % is set by controls: 0 for no effect and ±100 for the full control effect; nearly all actives have a fitted effect of over 55% in size
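Heparin-induced (20 uM) aggregation of recombinant human K18 P301L tau, 15 uM unlabeled with 0.24 uM labeled, pH 7 acetate buffer, 6 hr at 37 C with compound. Fibrils quantified by 30 uM ThT fluorescence after 1 hr ambient incubation.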
ALDH1A1 inh: blocks purified human ALDH1A1 activity | Purified ALDH1A1, NADH fluorescence, propionaldehyde substrate | Potency, µM (top dose mostly 75.3 µM), without a hit: at the highest dose activity, negative = inhibition, most hits filed as inhibitors | P00352 | 7.3% of 220,000 active; active = well fitted inhibition curve with a large enough effect, not every such curve was filed as active; inconclusive = small, poorly fitted or top-dose-only effect, or another doubt; inactive = no such curve, though single readings can be large or run the other way;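 note: plate controls were no enzyme wells and a reference inhibitor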
Lamin A splicing: modulators of lamin A splicing; HeLa LMNA splicing GFP/RFP minigene ratio, 48 h; Potency, µM (titrated, usually from 46.1 µM), inactives show at the top dose ratio change, negative = inhibition, usual class: inhibitors; 0.01% of 200,000 active; AID 1487; active = well fitted inhibition curve with a large enough effect in the signal ratio, with a control signal flat, not every such curve was filed as active; inconclusive = small, poorly fitted or top-dose-only effect, or effect the other way, or a change in a side signal; the % refers to the signal ratio; note: % is set by controls: 0 for no effect and ±100 for the full control effect
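S3 HeLa cells stably expressing lamin A-EGFP splicing minigene plus DsRed2, 600 cells/well, 48 h compound exposure at 37C. Laser-scanning cytometry; analysed as GFP (500-530 nm)/RFP (575-640 nm) total intensity ratio; 0.5% DMSO vehicle.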
SMN2 splice enh: SMN2 splice variant enhancement | HEK293 SMN2-luciferase splicing reporter, luminescence, 30-36 h | Potency, µM (highest dose often 46.1 µM), for the others: top-dose activity change, positive = activation, most hits filed as activators | 2.8% of 210,000 active; note: % of control where 0% means no effect; nearly all actives have a fitted effect of over 55% in size
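qHTS luciferase splicing reporter: luminescence rises when SMN2 exon 7 is included in transfected HEK293 cells. Compound exposure lasted 30-36 h at 37C, with 4.5 mM final sodium butyrate as control, followed by a ONE-Glo read.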
KinaseGlo FLuc: blocks Kinase-Glo luciferase, a counter-screen artifact; Potency, µM (highest dose often 38.3 µM), for the others: top-dose activity change, negative = inhibition, actives largely listed as inhibitors; Kinase-Glo luciferase, ATP luminescence, 8 min; AID 1379; 0.28% of 200,000 active; note: % is set by controls: 0 for no effect and ±100 for the full control effect; nearly all actives have a fitted effect of over 60% in size
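Kinase-Glo luciferase light output from ATP and luciferin was measured with 10 uM ATP, within the enzyme's linear range. Buffer: 50 mM imidazole pH 7.2, 50 mM KCl, 7 mM MgCl2, 0.01% Tween 20, 0.05% BSA; luminescence read after 8 min at ambient temperature.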
L3MBTL1 inh: L3MBTL1 (human) inhibition. 0.66% of 230,000 active. AlphaScreen L3MBTL1–H3K9me1 peptide binding. AID 485360. Q9Y468. Potency, µM (doses to about 57.1 µM), inactives show at the top dose activity, negative = inhibition, hits mostly inhibitors; note: % is set by controls: 0 for no effect and ±100 for the full control effect; nearly all actives have a fitted effect of over 60% in size
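L3MBTL1 (50 nM) pre-complexed 30 min with biotinylated H3(1-15)K9me1 peptide (75 nM), then compounds added for 30 min at room temperature; AlphaScreen streptavidin donor/nickel chelate acceptor beads (10 ug/mL final) read after 30 min dark incubation.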
Starred values were filed as active, the others as inactive; i = inactive; ? = inconclusive; · = no result given; & = joins results of further samples; [ ] = dose if it differs, or a comment. Unless noted, calls come from the whole dose curve; as a rule, active = well fitted curve in the direction sought with a large enough effect; inconclusive = small, poorly fitted or top-dose-only effect, or another doubt; inactive = no such curve, though single readings can be large; an effect the other way counts as inactive or inconclusive. Potency is the fitted concentration of half-maximal effect. A portion of the library; count on the stated rates, not on these rows.

nr	Structure	KDM4E inh	Lamin A splicing	RECQ1 inh	KinaseGlo FLuc	Tau ThT inhib	L3MBTL1 inh	ALDH1A1 inh	SMN2 splice enh
1	C=CCN(c1ccc(C(=O)Nc2cccc([N+](=O)[O-])c2)cc1)S(C)(=O)=O	10%	?	-2%	-7%	-5%	5%	-12%	·
2	COc1ccc(-c2[nH]ncc2CN(C)CCN2CCOCC2)cc1F	4%	·	i	2%	5%	14%	7%	·
3	Cc1ccc(CN2CCN(Cc3ccc(OC(C)C)cc3)CC2CCO)o1 (stereo not given)	-23%	·	-4%	-2%	-5%	-13%	2%	·
4	Cc1ccc(C(C)C)c(OCCNC(=S)Nc2cccc3ccccc23)c1	?	-21%	?	0%	0%	-8%	2%	-18%
5	COc1cc(/C=N/Nc2nc(N3CCCC3)nc(N3CCCC3)n2)ccc1O	0%	-4%	-2%	-3%	-5%	·	5%	8%
6	Cc1ccc(NC(=O)CSc2nnc(COc3ccc(C#N)cc3)n2-c2ccccc2)cc1C	3%	?	-16%	-3%	-3%	-2%	?	-40%[inhibitor]
7	CCOC(=O)CC1=NC(=O)CS1	6%	-6%	i	15%	3%	5%	5%	-14%
8	Cc1cc(=O)n2nc(N3CCCC(C(=O)N4CCOCC4)C3)sc2n1 (stereo not given)	1%	-8%	4%	-3%	0%	2%	?	5%
9	C/C(=N\NC(=O)c1cc(-c2ccccn2)nc2ccccc12)c1cccc([N+](=O)[O-])c1	7%	2%[9.22 µM]	-1%	5%	1%	·	-8%	-10%
10	CC(C)N1CCC(N2CCN(Cc3cc(F)ccc3-n3cccn3)CC2CCO)CC1 (stereo not given)	7%	13%[46 µM]	5%	0%	-5%	5%	4%	·
11	CC(=O)c1cc(CN2CCN(C3CCN(C(C)C)CC3)C(CCO)C2)cs1 (stereo not given)	-1%	·	i	·	7%	-3%	4%	·
12	COc1ccc(CNC(=O)c2ccc(NC(=O)C3CCCO3)cc2)cc1 (stereo not given)	4%	8%	0%	-3%	9%	4%	?	4%
13	COc1ccc(C(C)N2CC34C=CC(O3)C(C(=O)OCC(C)C)C4C2=O)cc1 (stereo not given)	19%	?	-1%	1%	-12%	16%	7%	5%
14	CC(N=Cc1cccc(O)c1O)c1ccccc1 (stereo not given)	14µM*	?	22µM*	-3%	5µM*	·	?	·
15	COCCn1c(=O)[nH]c(=O)c2c1nc(-c1ccc(-c3ccc(Cl)cc3[N+](=O)[O-])o1)n2Cc1ccccc1	?	?	i	-1%	?	-15%	?	?
16	CCCCCCCCCOC(=O)C[n+]1csc(CCO)c1C	-2%	3%	-4%	3%	1%	13%	10%	4%
17	O=c1cc(O)nc(-c2ccccc2)s1	-1%	·	i	-4%	-16%	-26%	0.79µM*	3%
18	CCCCC(CCC(=O)Nc1nccs1)C(=O)O (stereo not given)	5%	3%	i	-3%	-4%	·	10%	17%
19	CCCN(CCC)c1nc2ccccc2nc1C(C#N)C(=O)OCCOC (stereo not given)	?	?	0%	-4%	?	·	4%	-14%
20	COc1ccc(CCNC(=O)CCS(=O)(=O)c2ccc(C)cc2)cc1OC	1%	9%	-10%	3%	-12%	·	-6%	-4%
21	C=CCN(CC(=O)NCC1CCCO1)C(=O)CCC(=O)Nc1cc(C)on1 (stereo not given)	0%	5%	-3%	·	2%	0%	-4%	·
22	Cc1cccc(NC(=O)Cc2nnc(NC(=O)Nc3ccccc3F)s2)c1	9%	-6%[46 µM]	i	1%	2%	6%	4%	4%
23	COc1cccc(CSc2nnnn2-c2ccc(O)cc2)c1	-23%	-11%[46 µM]	16%	1%	2%	0%	12%	4%
24	CCOc1ccc(/C=N/NC(=O)c2cc(-c3ccco3)nc3ccccc23)cc1	?	6%	0%	-5%	-17%	4%	?	?
25	O=C(COc1ccccc1[N+](=O)[O-])Nc1ccccc1N1CCCC1	-6%	0%[46 µM]	-8%	1%	-8%	?	-15%	-13%
26	CC(CCc1ccccc1)NC(=O)CN1C(=O)NC2(CCCCC2)C1=O (stereo not given)	-12%	-6%[46 µM]	i	2%	3%	-6%	9%	19%
27	CC1CCN(c2cc(N3CCOCC3)c([N+](=O)[O-])cc2F)CC1	1%	?	i	-5%	?	-22%	-40%	-20%
28	CCn1ccnc1[C@@H]1C[C@H]2CN(Cc3ccccc3OC)C(=O)[C@]23CCCN13	-8%	-11%[46 µM]	-15%	0%	-2%	13%	6%	·
29	Cc1cccc(/C=N/n2c(C)cc(C)c(C#N)c2=O)c1	0%	-8%	-2%	1%	-11%	2%	4%	6%
30	COC(=O)C1(CCSC)NC(c2ccc(O)c(OC)c2)C2C(=O)N(c3ccc(C)cc3)C(=O)C21 (stereo not given)	-2%	-1%[46 µM]	-4%	1%	5%	-4%	6%	·
31	CC(=O)CNc1ccc(S(=O)(=O)N/N=C/c2ccccc2)cc1	-12%	-6%[46 µM]	i	6%	-2%	2%	4%	6%
32	O=C(CN1CCN(c2ccccn2)CC1)N1c2ccccc2Sc2ccc(C(F)(F)F)cc21	?	?	-10%	5%	-10%	-15%	7.9µM*	-11%
33	S=C1NCN(CCc2ccccc2)CN1	13%	·	-3%	·	-4%	6%	·	·
34	O=C(O)c1cnn(-c2nc(-c3cccc(F)c3)cs2)c1C(F)(F)F	?	·	i	-1%	-7%	-2%	?	20%
35	CC1=NN(C(=O)CCc2ccccc2)C(O)(c2ccncc2)C1 (stereo not given)	2%	·	-2%	0%	2%	2%	7%	2%
36	O=C(O)c1ccc(Nc2nc3c(s2)CCCC3)cc1	-6%	-20%[9.22 µM]	1%	-4%	-13%	-4%	-2%	0.63µM*
37	COc1ccc(N2CCN(C(=O)Cc3cccs3)CC2)cc1	-7%	-10%	i	-4%	-19%	·	0%	10%
38	CCN(CC)C(=O)Cn1c(=O)n(-c2ccccc2)c(=O)c2c3c(sc21)CCC3	3%	8%	i	-1%	3%&-12%	·	1%	6%&-1%
39	CC(Oc1ccccc1)C(=O)N=Nc1c(O)[nH]c2ccc(Br)cc12 (stereo not given)	2%	0%[46 µM]	-6%	-3%	?	-9%	?	19%
40	COc1ccc2oc(=O)c(C(=O)Nc3ccccc3-c3ccccc3)cc2c1	-7%	0%	-6%	4%	?	·	?	-1%
41	COc1cc2c(cc1OC)CN(c1nc(CN3CCOCC3)nc3sc4c(c13)CCCC4)CC2	-17%	?	-10%	-2%	?	-18%	-11%	-4%
42	CN1C(=O)c2ccccc2Sc2ccc(NC(=O)NC3CC3)cc21	4%	2%	-1%	-8%	-19%	3%	-4%	-11%
43	COc1ccc(C)cc1NC(=O)CN(C)S(=O)(=O)c1cc(C)ccc1OC	6%	-8%	-14%	-2%	-9%	7%	11%	10%
44	Cn1c(=O)c2c(ncn2CC(=O)N/N=C/c2c[nH]c3ccccc23)n(C)c1=O	0%	·	-6%	·	-5%	-11%	5%	·
45	CC(=O)c1c(Nc2ccc3c(c2)OCCO3)oc(C)cc1=O	-15%	-8%	-1%	-3%	?	8%	?	-6%
46	CC(=Nc1ccc2c(c1)nc(CO)n2C)C1=C(O)CC(C)(C)CC1=O	-26%	1%	-1%	-4%	-12%	-2%	?	5%
47	CC[n+]1c(-c2ccccc2)csc1Nc1c(C)n(C)n(-c2ccccc2)c1=O	1%	-5%	-4%	3%	-6%	0%	0%	-22%
48	CC(C)S(=O)(=O)C/C(N)=N/OC(=O)c1cc(Cl)cc(Cl)c1	-12%	·	-2%	·	-8%	-2%	·	·
49	CC(=O)c1cc2c(cc1N/C(=N/S(=O)(=O)c1ccc(C)cc1)c1ccccc1)OCO2	4%	?	i	2%	7%&-4%	41%[activator]	1%	-18%
50	Cc1ccc(-c2nc(SCC(N)=O)c(C#N)c3c2CCCC3)cc1	?	6%	-6%	8%	-23%	·	?	-27%
51	CCOc1ccc(NC(=O)C2CC(=O)N(C)C(=Nc3ccc4c(c3)OCO4)S2)cc1 (stereo not given)	6%	2%	i	-1%	0%	46%[activator]	0%	-19%
52	O=C(NCc1ccco1)c1cnc2sccn2c1=O	-17%	-4%	i	-2%	-7%	-5%	?	2%
53	Cc1ccc(SCc2cc(=O)n3[nH]c(C)nc3n2)cc1	0%	5%	-5%	0%	7%	1%	11%	4%
54	COCCCNc1cc(C)nc2ccccc12	-5%	10%	-13%	6%	4%	9%	2%	-10%
55	CC(C)(C)NC(=O)C(c1cccs1)N(CC1CCCO1)C(=O)c1ccc(-c2ccccc2)[nH]1 (stereo not given)	-7%	?	-6%	2%	-18%	-8%	0%	-6%
56	CCOC(=O)Cn1c(=O)c2c(nc3n2CCS3)n(C)c1=O	1%	-1%	17%	0%	2%	3%	1%	-3%
57	CCC(=O)Nc1cccc(C(=O)c2ccc(C)c(C)c2)c1	-3%	15%[46 µM]	i	0%	-9%	1%	?	-11%
58	COc1ccc(S(=O)(=O)NCCCCC(=O)O)cc1C(=O)O	1%	-20%[46 µM]	-7%	1%	2%	0%	-7%	13%
59	O=S1(=O)CCN2C(Cc3ccc(SC(F)F)cc3)=CSC2=N1	3%	?	-6%	-3%	-1%	3%	6%	-9%
60	CCN(N=O)[C@@H](Cc1ccccc1)CN(N=O)[C@@H](Cc1ccccc1)CN(C)N=O	8%	·	-9%	·	-1%	-7%	-4%	·
61	S=C(NCc1ccc2[nH]c3c(c2c1)CCCC3)Nc1ccccc1Cl	11%	?	5%	-3%	?	-24%	-16%	-21%
62	Cc1cc(NC(=O)CCCn2ccc([N+](=O)[O-])n2)n(Cc2ccc(F)cc2)n1	-3%	·	-1%	·	-11%	·	?	·

From PubChem BioAssay
